Compound activity deposited in PubChem by National Center for Advancing Translational Sciences (NCATS).
D3 antag – antagonists of human D3 dopamine receptor. 2.5% of 360,000 active. max response, negative = inhibition, %. D3R cells, DiscoveRx beta-arrestin luminescence, antagonist mode; stronger effect = lower value. P35462; in the data active means max response below about -50%; inconclusive means no clear call, values can overlap the other calls; further: on the % scale 0 is the no-effect control and ±100 the full control effect; mostly tested at two doses, the higher about 12 µM
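Cells expressing the human receptor were seeded at 1500 cells/well, incubated overnight at 37 degrees C in 5% CO2, then exposed to library compounds with dopamine controls for 90 minutes at 37 degrees C before luminescent detection.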
FUS yeast rescue – suppressors of FUS proteinopathy in yeast; S. cerevisiae FUS-expressing, growth rescue, OD600, 24 h; Potency, µM (highest dose often 76.6 µM), for the others: at the top dose growth rescue (activation), hits mostly activators; 0.24% of 390,000 active; AID 1347120;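 further: potency means the concentration at half of the fitted maximal effect; plate controls were DMSO vehicle for no effect and reference control for full effect; nearly all actives have a fitted effect of over 55% in size; some results filed as inactive show a strong effect at the top dose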
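Read-out: OD at 600 nm after 24hr at 30C, reporting rescue of FUS-induced yeast toxicity. Cells at OD 0.005 in galactose (2%) minimal medium; compounds tested in a dilution series; CP55940 titration from 92uM final as control.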
Abeta rescue – compounds reversing amyloid beta toxicity in yeast | 0.063% of 410,000 active | AID 1347071 | Potency, µM (top dose mostly 46.1 µM), inactives show at the highest dose growth rescue, actives largely listed as activators | yeast expressing A-beta42, growth rescue, OD600, 48 h; response scale: 0% DMSO, 100% iron-clioquinol control; further: potency means the concentration at half of the fitted maximal effect; nearly all actives have a fitted effect of over 55% in size
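Yeast growth medium received pinned compounds, then yeast cells expressing toxic A-beta were added; plates incubated at 30 C for 48 hr. Growth read as absorbance at 600 nm, normalized to DMSO and equimolar FeCl3 plus clioquinol controls.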
aSyn yeast inh – alpha-synuclein toxicity inhibition in yeast; Yeast expressing alpha-synuclein, growth rescue, BacTiter-Glo, 24 h; Potency, µM (highest dose often 46.1 µM), for inactives: top-dose growth rescue (activation), most hits filed as activators; 0.14% of 370,000 active; further: potency means the concentration at half of the fitted maximal effect; % of control where 0% means no effect; nearly all actives have a fitted effect of over 65% in size
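Galactose-induced alpha-syn yeast (OD600=0.02, raffinose-pregrown) + pinned cpd, 24 hr, 30 deg C; growth by BacTiter-Glo luminescence. Growth restoration scores as activation.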
PTHR1 agonist – agonists of human PTHR1 parathyroid hormone receptor | AID 743266 | 0.075% of 410,000 active | Potency, µM (series often up to 115 µM), inactives show at the highest dose activation, usual class: activators | HEK293 GP2 PTHR1 cells, GloSensor cAMP luminescence, 1 h; further: potency means the concentration at half of the fitted maximal effect; nearly all actives have a fitted effect of over 55% in size; some results filed as inactive show a strong effect at the top dose; inactives centre near -15; many of its hits are not listed in these tables
Target sequence (Q03431 whole entry, looked up): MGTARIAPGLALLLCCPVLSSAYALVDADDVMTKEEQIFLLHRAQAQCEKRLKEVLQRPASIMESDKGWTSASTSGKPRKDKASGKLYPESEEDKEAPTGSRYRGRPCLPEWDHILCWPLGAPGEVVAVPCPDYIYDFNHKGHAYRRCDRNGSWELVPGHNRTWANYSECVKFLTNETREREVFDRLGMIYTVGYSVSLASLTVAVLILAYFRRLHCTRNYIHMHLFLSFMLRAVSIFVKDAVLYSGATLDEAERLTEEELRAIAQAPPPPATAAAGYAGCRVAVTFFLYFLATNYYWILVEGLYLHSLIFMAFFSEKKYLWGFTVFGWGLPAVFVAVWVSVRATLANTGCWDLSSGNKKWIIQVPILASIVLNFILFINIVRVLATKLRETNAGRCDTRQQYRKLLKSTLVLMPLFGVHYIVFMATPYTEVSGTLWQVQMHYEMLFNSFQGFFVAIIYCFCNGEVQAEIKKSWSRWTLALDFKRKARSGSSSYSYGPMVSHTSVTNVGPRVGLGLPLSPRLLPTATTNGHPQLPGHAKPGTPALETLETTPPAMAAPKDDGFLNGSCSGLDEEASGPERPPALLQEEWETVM
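HEK-293-derived GP2 cells expressing PTHR1 and a GloSensor cAMP reporter, 3,000/well, plated overnight, given luciferin plus IBMX (each 0.5 mM as added) for 1 h at 37 °C, then compound for 1 h at 37 °C. Luminescence was read after 15 min at room temperature.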
GLP1R ag – activates the human GLP-1 receptor | 0.007% of 380,000 active | Potency, µM (highest dose often 45.6 µM), for the others: top-dose activation, usual class: activators | P43220 | HEK293 GLP-1R CRE-luciferase, luminescence, 4-6 h; cells express a hypersensitive GLP-1R form; further: potency means the concentration at half of the fitted maximal effect; % of control where 0% means no effect
Target sequence (P43220 whole entry, looked up): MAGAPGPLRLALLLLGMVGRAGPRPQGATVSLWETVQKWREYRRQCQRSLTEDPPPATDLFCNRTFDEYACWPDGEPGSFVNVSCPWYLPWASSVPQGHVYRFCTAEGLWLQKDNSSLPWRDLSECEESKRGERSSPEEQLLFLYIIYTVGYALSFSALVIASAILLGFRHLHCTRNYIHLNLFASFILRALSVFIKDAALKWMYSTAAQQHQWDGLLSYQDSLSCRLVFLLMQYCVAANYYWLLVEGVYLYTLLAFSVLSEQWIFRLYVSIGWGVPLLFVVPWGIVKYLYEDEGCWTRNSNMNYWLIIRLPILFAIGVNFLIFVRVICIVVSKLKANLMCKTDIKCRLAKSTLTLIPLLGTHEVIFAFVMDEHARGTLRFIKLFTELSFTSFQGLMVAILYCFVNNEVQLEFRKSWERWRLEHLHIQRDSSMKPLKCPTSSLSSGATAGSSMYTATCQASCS
TDP43 rescue – TDP-43 toxicity inhibition in yeast. TDP-43 expressing yeast growth rescue, BacTiter-Glo, 24 h. Potency, µM (doses to about 46.1 µM), for the others: at the top dose growth rescue (activation), hits mostly activators. 1.8% of 410,000 active. AID 652104; further: potency means the concentration at half of the fitted maximal effect; % of control where 0% means no effect; nearly all actives have a fitted effect of over 50% in size
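Galactose-induced TDP-43 yeast, OD600=0.02, compound pinned; 24 hr, 30 deg C; BacTiter-Glo luminescence for growth. Inhibitors of TDP-43 toxicity read as activators.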
pAkt inh – inhibitors of Akt phosphorylation. 0.32% of 360,000 active. activity change, % for hits at 50 µM. AID 651550. Neuro2A IGF-stimulated pAkt S473 HTRF, 20 min; stronger effect = lower value; in the data active means activity change below about -80%; inconclusive means mostly about -51% to -80%; further: on the % scale 0 is the no-effect control and ±100 the full control effect
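Neuro2A cells in DMEM with 0.5% FBS, overnight at 37 deg C, given compound at single 50 µM final, then IGF (6 nM final) for 20 min at 37 deg C. Lysed; phospho-Akt Ser473 by HTRF after 24 h, 665/615 ratio.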
GLP-1R inv ag – GLP-1 receptor (human) inverse agonism | HEK293 GLP-1R CRE-luciferase, luminescence, 24 h; GLP-1R form is constitutively active | 1.6% of 410,000 active | Potency, µM (doses to about 38.3 µM), for the others: at the highest dose activity change, negative = inhibition, hits mostly inhibitors | P43220 | AID 624417; further: potency means the concentration at half of the fitted maximal effect; on the % scale 0 is the no-effect control and ±100 the full control effect; nearly all actives have a fitted effect of over 55% in size
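Inverse agonism was detected as reduced cAMP-driven luciferase luminescence after 24 h compound treatment. The cells were HEK293 clones expressing constitutively active human GLP-1R with the reporter. Reporter-only and GPR119 cell lines served as counterscreen controls.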
* = called active by the depositor; i = inactive; ? = inconclusive; / = no result given; & = joins results of further samples; [ ] = dose if it differs, or a comment. Unless noted, the call rests on the fitted dose curve; in most records, active means well fitted curve in the direction sought with a large enough effect; inconclusive means small, poorly fitted or top-dose-only effect, or another doubt; inactive means no such curve, though single readings can be large; an effect the other way counts as inactive or inconclusive.

SMILES | D3 antag | FUS yeast rescue | Abeta rescue | aSyn yeast inh | PTHR1 agonist | GLP1R ag | TDP43 rescue | pAkt inh | GLP-1R inv ag
Cc1ccc(-c2ccc(SCC(=O)Nc3nonc3C)nn2)cc1 | 36 | 13% | -20% | -2% | 1%[57.5 µM] | -7% | -17% | i | 8%
O=C1CN(C(=O)c2ccccc2C(=O)O)c2ccccc2N1 | 15 | -11% | 10% | 7% | -8% | -1% | 18% | i | 11%
Nc1ccc(OCc2ccccc2)cc1[N+](=O)[O-] | -15 | -9% | 5% | 0% | i | 20% | ? | i | ?
N#CCSCC(=O)Nc1ccc(Cl)cc1 | -12 | 36% | 27% | -5% | -1%[57.5 µM] | -1% | 0% | i | ?
NC(=NCCc1ccccc1)c1cccc([N+](=O)[O-])c1 | 0 | -16% | -4% | 0% | -22% | -3% | 9% | i | 4%
CCCCc1nn2c(=O)cc(COC(=O)c3ccco3)nc2s1 | / | -2% | -11% | / | -8% | / | 11% | / | 2%
Cn1cccc1CC(=O)NNC(=O)Nc1cccc(Cl)c1 | 29 | -9% | 3% | 6% | i | -7% | 21% | i | 0%
OCC1CCN(Cc2cn(Cc3ccccc3)nc2-c2cc3ccccc3o2)CC1 | -29 | 11% | -2% | -1% | i | 15% | 5%[9.22 µM] | i | ?
CCCn1c(NCc2ccccc2F)nc2ccccc21 | / | -2% | 1% | / | i | / | 22% | / | -15%
O=C1Cc2cc(S(=O)(=O)Nc3cccc(F)c3)ccc2N1 | 14 | 0% | 5% | -10% | -15% | -3% | 6% | i | 4%
O=C(COC(=O)c1cc(Br)ccc1Cl)NC1CC1 | 1 | / | 7% | 0% | i | 0% | 24% | i | 9%
O=C(NCCCNC(=O)c1ccccc1Br)c1ccccc1Br | 16 | -6% | 2% | 8% | i | 5% | 14% | i | 21%
CC(C)c1ccc(C2c3c(-c4ccccc4O)n[nH]c3C(=O)N2Cc2ccncc2)cc1 (stereo not given) | / | 7% | -7% | / | -20% | / | 22% | / | ?
CN(CC(=O)Nc1ccc(F)c(F)c1F)C(=O)c1ccc2c(c1)NC(=O)CS2 | 16 | / | 7% | -1% | -21% | 2% | 1% | i | 2%
COc1cccc(CNc2nc3cc(-c4cccc(C(F)(F)F)c4)sc3c(=O)n2C)c1OC | 7 | 0% | -2% | -1% | -37%[inhibitor] | 8% | 37% | i | -14%
Cc1cc(C)nc(OC(C(=O)O)C(OCCc2ccccc2)(c2ccc(F)cc2)c2ccc(F)cc2)n1 (stereo not given) | 6 | ? | -23% | -16% | i | -6% | 8% | i | 10µM*
Cc1nc(NC(=O)c2cccc(-c3cc4ccccc4oc3=O)c2)ccc1Br | -25 | 19% | 15% | 4% | -9% | 0% | 10% | i | 16%
Cc1ccccc1C(=O)Oc1cc(N)n(S(=O)(=O)c2ccccc2)n1 | ? | -3% | 16% | 2% | -5% | -5% | 17% | i | -7%
Cc1ccc2onc(CNC(=O)NCc3ccccc3)c2c1 | / | -13% | 0% | / | i | / | 11% | / | -2%
N#Cc1c(Nc2ccccc2)c(/C=N/N=C/c2ccccc2)c[nH]c1=O | -2 | -6% | -17% | 0% | i | 13% | -7% | i | 11%
COc1ccc(CNC(=O)C(=O)c2cn(CC(=O)N3CCOCC3)c3ccccc23)cc1 | 12 | 10% | 6% | -3% | -14% | 13% | 5% | i | 7%
Cc1ccc(N2C(=O)C3N=NN(CC(=O)N4N=C(c5ccccc5)CC4c4ccccc4)C3C2=O)cc1 (stereo not given) | -18 | 23% | 12% | 4% | -4% | 8% | 21% | i | -13%
CCCN1CCN(c2nnc(-n3cccc3C(=O)Nc3ccccc3C(F)(F)F)s2)CC1 | / | 12% | 2% | / | 1% | / | -15% | / | 3%
COc1ccc(N2CCN(C(=O)c3ccc4c(Cl)c5c(nc4c3)CCCC5)CC2)cc1 | -2 | ? | -3%&-8% | 8% | -44%[inhibitor] | 4%&-4% | 25%&8% | i | ?
C=CCn1c(N)c(C(=O)NCC2CCCO2)sc1=S (stereo not given) | -22 | -31% | -4% | -9% | i | -7% | -3% | i | 31%
(further entries)
SMILES | D3 antag | FUS yeast rescue | Abeta rescue | aSyn yeast inh | PTHR1 agonist | GLP1R ag | TDP43 rescue | pAkt inh | GLP-1R inv ag
Cn1cnnc1SCCOc1ccc(Cl)cc1 | -9 | 22% | -8% | 5% | -25% | 3% | 3%[9.22 µM] | i | 9%
COc1ccc(NC(=O)N(C)C[C@H]2Oc3c(NC(=O)Cc4ccccc4)cccc3C(=O)N([C@H](C)CO)C[C@@H]2C)cc1 | 0 | 18% | 3% | -3% | -6% | 4% | 6% | i | 15%
Cc1ccc(C(=O)Nc2ccc3c(c2)nc2n3CCSC2)cc1 | -18 | 30% | 12% | 3% | -28%[57.5 µM] | -4% | -27% | i | 0%
CCN1C(=O)[C@H]2[C@H]3CN=C(SCc4ccc(C#N)cc4)N3[C@@](Cc3ccccc3)(C(=O)OC)[C@H]2C1=O | -14 | -13% | -6% | -5% | i | -4% | 9% | i | 34%[activator]
O=C(NCc1ccc2c(c1)OCO2)C1CCCN(C(=O)c2ccc(Cl)cc2)C1 (stereo not given) | 7 | 6% | 25% | 4% | -18%[57.5 µM] | -2% | 2% | i | ?
NC(=O)CN1CCN(C(=O)NC2CCCCC2)CC1 | 18 | -25% | 1% | 0% | -8% | 0% | -1% | i | 15%
O=C(O)CCn1c(-c2ccccn2)nc2ccccc21 | 15 | -11% | -2% | 0% | i | 5% | -13%[1.82 µM] | i | 3%
CC(c1ccccc1F)n1cc(C(=O)NCCc2ccco2)nn1 (stereo not given) | -16 | 6% | 5% | -1% | i | 6% | 7% | i | ?
Cc1ccc(C(=O)N2C(=O)C(c3ccccc3)Oc3ccccc32)cc1 (stereo not given) | 13 | 25% | -56%[inhibitor] | -30%[inhibitor] | i | -6% | -9% | i | ?
CC1=NN(C(N)=S)C(=O)C1N=Nc1cccc([N+](=O)[O-])c1 (stereo not given) | -13 | -23% | 12% | -6% | -25% | 1% | 13% | i | ?
O=C(NCc1ccccc1)C(c1ccccc1)N(C(=O)c1csnn1)c1ccccc1 (stereo not given) | 16 | 5% | 9% | 2% | i | 14% | -20% | i | -3%
COC(=O)c1cc(C(=O)OC)cc(-n2c(C)cc(C(=O)COC(=O)CNS(=O)(=O)c3ccc(C)cc3)c2C)c1 | -16 | ? | -8% | 3% | -7% | 11% | -20% | i | 11%
COc1cc(NS(=O)(=O)c2ccc(NS(=O)(=O)c3ccccc3)cc2)nc(OC)n1 | -28 | 9% | 3% | 1% | -2%[57.5 µM] | -3% | -5% | i | 1%
CN(Cc1ccccc1)C(=O)COC(=O)/C=C/c1ccco1 | 6 | 8% | 21% | 6% | i | -6% | 0% | i | 4%[0.307 µM]
CS(=O)(=O)N(CC(N)=O)c1cccc(Br)c1 | -8 | -7% | 29% | 1% | i | -14% | 5% | i | 0%
O=C(NCCC1CCCCN1S(=O)(=O)c1ccccc1)C(=O)Nc1ccccc1F (stereo not given) | -26 | 17% | -7% | -5% | i | -1% | -16% | i | ?
Cn1nccc1NC(=O)Nc1cccc([N+](=O)[O-])c1 | 4 | -27% | ? | 3% | i | 0% | 22% | i | 13%
COc1ccccc1NC(=O)C(C(C)C)N1C(=O)c2ccccc2C1=O (stereo not given) | 3 | 13% | 3% | 0% | -15% | 13% | ? | i | 15%

11 neighbouring entries from above:
SMILES | D3 antag | FUS yeast rescue | Abeta rescue | aSyn yeast inh | PTHR1 agonist | GLP1R ag | TDP43 rescue | pAkt inh | GLP-1R inv ag
CC(c1ccccc1F)n1cc(C(=O)NCCc2ccco2)nn1 (stereo not given) | -16 | 6% | 5% | -1% | i | 6% | 7% | i | ?
Cc1ccc(C(=O)N2C(=O)C(c3ccccc3)Oc3ccccc32)cc1 (stereo not given) | 13 | 25% | -56%[inhibitor] | -30%[inhibitor] | i | -6% | -9% | i | ?
CC1=NN(C(N)=S)C(=O)C1N=Nc1cccc([N+](=O)[O-])c1 (stereo not given) | -13 | -23% | 12% | -6% | -25% | 1% | 13% | i | ?
O=C(NCc1ccccc1)C(c1ccccc1)N(C(=O)c1csnn1)c1ccccc1 (stereo not given) | 16 | 5% | 9% | 2% | i | 14% | -20% | i | -3%
COC(=O)c1cc(C(=O)OC)cc(-n2c(C)cc(C(=O)COC(=O)CNS(=O)(=O)c3ccc(C)cc3)c2C)c1 | -16 | ? | -8% | 3% | -7% | 11% | -20% | i | 11%
COc1cc(NS(=O)(=O)c2ccc(NS(=O)(=O)c3ccccc3)cc2)nc(OC)n1 | -28 | 9% | 3% | 1% | -2%[57.5 µM] | -3% | -5% | i | 1%
CN(Cc1ccccc1)C(=O)COC(=O)/C=C/c1ccco1 | 6 | 8% | 21% | 6% | i | -6% | 0% | i | 4%[0.307 µM]
CS(=O)(=O)N(CC(N)=O)c1cccc(Br)c1 | -8 | -7% | 29% | 1% | i | -14% | 5% | i | 0%
O=C(NCCC1CCCCN1S(=O)(=O)c1ccccc1)C(=O)Nc1ccccc1F (stereo not given) | -26 | 17% | -7% | -5% | i | -1% | -16% | i | ?
Cn1nccc1NC(=O)Nc1cccc([N+](=O)[O-])c1 | 4 | -27% | ? | 3% | i | 0% | 22% | i | 13%
COc1ccccc1NC(=O)C(C(C)C)N1C(=O)c2ccccc2C1=O (stereo not given) | 3 | 13% | 3% | 0% | -15% | 13% | ? | i | 15%

This is a subset. The share of hits here may be higher or lower than overall.
